# Assay outcomes: PubChem, several laboratories
# PME-1 primary: PME-1 inhibitors via competitive probe labeling, primary screen, biochemical, fluorescence polarization, FP-Rh probe, HTS. Protein phosphatase methylesterase 1 (Homo sapiens), Q9Y570. hit rate 0.53% among 320,000. inhibition, % at 5.9 µM. recombinant PME-1;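 active = inhibition above the campaign mean of all compounds plus 3 SD, cut at about 26% in these data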;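 note: competitive labeling of PME-1 active site by serine hydrolase directed probe; 0% = PME-1 with DMSO and 100% = wells lacking PME-1 enzyme; inhibitors block probe labeling so polarization falls and inhibition rises; many of its hits are not listed in these tables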
# GRK2 inh: compounds blocking aptamer binding on GRK2 – biochemical, human GRK2, bead flow cytometry, HTS, primary screen. hit rate 0.59% among 330,000. inhibition of aptamer binding, % at 10 µM. FAM-aptamer displacement from GRK2. Beta-adrenergic receptor kinase 1 (Homo sapiens), P25098;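 active = inhibition of aptamer binding above 40%, roughly 3 SD of noise, on plates passing a quality check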;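 note: median bead fluorescence of bound FAM aptamer so fluorescent compounds give negative values; no value below 0 was filed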
# Efflux pump inh: inhibitors of Candida efflux pumps in yeast, primary screen, S. cerevisiae, Nile Red, multiplex | S. cerevisiae Candida pump triplex | inhibition, % at 10 µM | hit rate 0.44% among 330,000 | AID 485275, 2010;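 active = plate passing quality check with inhibition over a set limit, or well fluorescence over plate mean plus 4 SD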;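 note: Nile Red retained in pooled yeast measured as flow cytometry median fluorescence; 0% = buffer negative control and 100% = Enniatin B positive control; higher means more Nile Red kept so more efflux inhibition; some compounds called inactive have numbers as strong as hits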
# Fam108B counter: mouse Fam108B serine hydrolase inhibitors, primary screen, counter-screen for RBBP9 inhibitor project, biochemical, fluorescence polarization. recombinant Fam108B, FP-Rh probe fluorescence polarization. inhibition, % at 9.51 µM. hit rate 0.33% among 300,000. AID 1947, 2009;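 active = inhibition above the screen mean inhibition plus 3 SD, computed separately per campaign, cut at about 18% in these data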;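 note: inhibitors lower polarization as less probe binds the enzyme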
# MCL1 BIM primary: inhibitors of MCL1 binding to BIM-BH3, primary screen, biochemical, fluorescence polarization; GST-MCL1 / FITC-Bim-BH3 fluorescence polarization; hit rate 0.68% among 320,000; inhibition, % at 10.9 µM;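 active = inhibition above the mean inhibition of all tested compounds plus 3 SD, set per campaign, cut at about 40% in these data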;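 note: 0% = DMSO wells and 100% = unlabeled Bim-BH3 peptide control; higher means more loss of mP so more displacement of Bim peptide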
# VLA-4 inh: inhibition in human VLA-4 binding assay, primary screen, VLA-4 allosteric modulator project, MLPCN library, flow cytometry, VLA-4 expressing cells. ligand binding flow cytometry. AID 2557, 2010. Integrin alpha-4 (Homo sapiens), P13612. inhibition, % (about 7 µM as worked out from the volumes in the protocol). hit rate 0.2% among 330,000; in the data active = inhibition above about 50%
# BCLXL inh: inhibitors of human Bcl-xL, primary screen, biochemical, fluorescence polarization, HTS. Bcl-2-like protein 1 (Homo sapiens), Q07817. GST-Bcl-xL / FITC-Bim BH3 peptide fluorescence polarization. inhibition, % at 10.9 µM. hit rate 0.7% among 320,000;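 active = inhibition above the mean of all tested compounds plus 3 SD, cutoff set per campaign, cut at about 30% in these data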;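 note: 0% = DMSO wells and 100% = unlabeled Bim-BH3 peptide competitor; inhibitors lower millipolarization by displacing the labeled peptide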
# GLD-1 RNA inh: GLD-1/TGE RNA complex disruptors, primary screen, biochemical, fluorescence polarization. Female germline-specific tumor suppressor gld-1 (Caenorhabditis elegans), Q17339. purified GLD-1 + fluorescein TGE RNA. inhibition, % at 5.96 µM. hit rate 0.44% among 320,000;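 active = percent inhibition above a per-plate cutoff, the plate mean of test compounds plus 3 SD, cut at about 30% in these data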;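 note: 0% = DMSO wells with GLD-1 and probe and 100% = wells lacking GLD-1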
# Target sequence (Q17339 whole entry, looked up): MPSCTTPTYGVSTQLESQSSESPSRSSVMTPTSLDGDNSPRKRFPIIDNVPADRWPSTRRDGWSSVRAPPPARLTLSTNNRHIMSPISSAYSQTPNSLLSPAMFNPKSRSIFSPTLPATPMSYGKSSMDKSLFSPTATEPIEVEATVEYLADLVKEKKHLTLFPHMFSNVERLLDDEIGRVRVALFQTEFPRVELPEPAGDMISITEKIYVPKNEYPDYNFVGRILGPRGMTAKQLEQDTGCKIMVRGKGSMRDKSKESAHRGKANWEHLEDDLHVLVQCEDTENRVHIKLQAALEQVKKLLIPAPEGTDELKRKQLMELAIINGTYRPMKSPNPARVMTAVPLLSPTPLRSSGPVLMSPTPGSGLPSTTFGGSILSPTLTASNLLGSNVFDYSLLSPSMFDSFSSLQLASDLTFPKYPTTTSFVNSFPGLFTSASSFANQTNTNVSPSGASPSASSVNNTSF
# MEX-5 binding: MEX-5 zinc finger RNA-binding disruptors – biochemical, C. elegans, fluorescence polarization, MLPCN library, primary screen | activity score (negative = inhibition of binding), % at 10 µM | MEX-5/FITC-TCR2 RNA binding; active compounds read low | AID 1832, 2009 | hit rate 0.38% among 300,000;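 active = inhibition past about -25% in most replicates, and total fluorescence under double the plate's negative control median, limit read from the data; inconclusive = replicates evenly split on the limit, or fluorescence at least double controls; inactive = too little inhibition in most replicates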;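 note: 0% = DMSO and -100% = 5 µM competing unlabeled TCR2 RNA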
# Target sequence (Q9XUB2 whole entry, looked up): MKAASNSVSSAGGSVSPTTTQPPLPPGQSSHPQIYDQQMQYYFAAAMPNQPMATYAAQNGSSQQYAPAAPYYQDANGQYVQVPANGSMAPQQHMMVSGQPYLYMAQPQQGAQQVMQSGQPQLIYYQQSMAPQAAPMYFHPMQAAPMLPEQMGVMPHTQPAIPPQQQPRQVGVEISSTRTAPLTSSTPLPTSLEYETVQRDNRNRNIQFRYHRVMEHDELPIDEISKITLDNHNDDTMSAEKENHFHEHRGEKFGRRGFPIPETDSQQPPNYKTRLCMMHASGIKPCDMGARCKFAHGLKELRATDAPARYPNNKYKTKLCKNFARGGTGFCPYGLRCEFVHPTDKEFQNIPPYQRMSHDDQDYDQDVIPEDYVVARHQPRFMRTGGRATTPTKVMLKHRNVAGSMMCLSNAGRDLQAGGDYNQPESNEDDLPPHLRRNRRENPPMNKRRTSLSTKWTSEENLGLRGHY
# An asterisk follows results filed as active; ? = inconclusive; / = no result given.
SMILES,PME-1 primary,GRK2 inh,Efflux pump inh,Fam108B counter,MCL1 BIM primary,VLA-4 inh,BCLXL inh,GLD-1 RNA inh,MEX-5 binding
Cc1ccc(NS(=O)(=O)c2ccc(-c3ccc(=O)[nH]n3)o2)cc1N(C)C,1.2,1.0,0.0,-1.4,5.6,-1.2,2.0,-1.9,-0.9
COC(=O)Cn1c(C)c(C#N)c2ccccc21,-4.0,4.0,0.0,-2.4,11.9,-0.2,11.4,4.6,1.8
CN(CC(=O)Nc1ccc(F)cc1[N+](=O)[O-])Cc1ccccc1,2.3,1.0,0.1,1.3,-7.2,22.1,-3.7,5.9,-1.9
CC(=O)O[C@@H]1[C@H](OC(=O)CC(C)C)c2c(ccc3ccc(=O)oc23)OC1(C)C,13.5,3.0,-0.1,-7.4,-1.6,-13.2,-0.1,2.8,0.4
Cc1nn(C)cc1CN(C)C(=O)c1ccc(OC2CCN(Cc3ccccn3)CC2)cc1,3.8,1.0,-0.1,-2.0,3.8,11.7,8.2,2.9,-8.4
O=C(Cc1cccs1)N1CCN=C1SCc1cccc(F)c1,-0.3,3.0,0.0,-2.9,1.6,-5.3,2.9,2.5,1.1
Cc1ccc(/C=N/Nc2ccc(F)cc2)s1,2.9,0.0,-0.2,3.0,-0.6,21.0,0.4,2.0,-6.1
O=C(CCC(=O)c1cccs1)OCC(=O)c1ccc(Cl)s1,-1.3,0.0,0.0,-2.0,3.3,12.3,2.2,0.5,2.3
N/C(=N\c1nc2ccccc2o1)NC(=O)c1cccc(Cl)c1,-5.0,0.0,0.1,1.1,1.6,-17.6,0.4,9.4,-1.2
CCN(C(=O)CSc1nnc(-c2ccc3c(c2)OCO3)o1)C1CCS(=O)(=O)C1 (stereo unspecified),2.4,1.0,0.2,/,2.2,3.8,-1.3,14.5,/
CCC(C)/C(C)=N/Nc1ccc(S(N)(=O)=O)cc1[N+](=O)[O-] (stereo unspecified),6.3,0.0,-0.3,-1.4,13.2,-8.2,0.2,-5.6,4.0
CCN(CC(=O)Nc1c(F)cccc1F)C(=O)C1CCN(C(=O)c2ccc(F)cc2)CC1,7.7,3.0,-0.1,-4.5,-2.9,13.8,3.6,-4.1,2.3
NC(=O)NOCc1ccccc1,-6.1,3.0,0.1,0.5,-0.7,-16.8,3.3,-1.6,-0.7
CCN(Cc1ccncc1)Cc1ccc(OC)c(OC)c1,0.0,0.0,0.3,1.9,-3.5,13.2,4.5,0.7,1.2
Cc1cc(Cl)ccc1NC(=S)NC1CCCC1,-4.1,0.0,-0.1,0.8,9.5,-33.0,1.7,-0.3,-0.1
Oc1ccc(CNc2ccccc2O)cc1,11.8,3.0,0.0,5.6,5.4,-11.1,7.9,8.4,-5.7
CCc1sc(C(=O)N2CCN(C(=O)c3ccccc3)CC2)cc1C,/,2.0,0.2,/,/,4.5,/,1.8,/
Cc1cccc(NC(=O)CCNS(=O)(=O)c2ccc(Cl)cc2)c1,-4.3,0.0,0.1,1.2,-0.4,4.2,0.8,3.4,0.7
CN1C(=O)c2cccc3c(S(=O)(=O)N(C)C)ccc1c23,4.0,2.0,-0.2,1.9,7.5,0.9,5.4,4.4,-1.0
CCC(=O)N(CCc1ccccc1C)Cc1cc2ccc(C)cc2[nH]c1=O,5.7,0.0,0.0,-2.2,0.9,6.9,1.4,8.2,1.1
COc1ccc(N=C2SC(CC(=O)Nc3ccc(F)cc3)C(=O)N2Cc2ccco2)cc1 (stereo unspecified),-7.3,2.0,-0.2,-1.6,0.8,-5.8,0.1,-1.2,-1.6
Cc1cccc(NC(=O)c2sc(C)nc2C)c1,-1.7,1.0,0.1,2.5,13.7,5.6,3.5,-0.7,-4.9
COc1ccc(CNC(=O)CSc2n[nH]c(N)n2)cc1,3.8,2.0,0.2,3.6,4.0,3.6,0.5,16.5,-1.9
O=C(NNC(=O)c1sc2ccccc2c1Cl)Nc1ccc(Cl)cc1,-9.6,0.0,0.1,-24.0,2.0,1.0,-2.1,3.0,-0.9
O=C(NC1CCN(Cc2ccccc2)CC1)C1CCN(S(=O)(=O)c2ccc(Cl)cc2)CC1,20.2,0.0,0.0,0.1,-6.1,12.2,1.3,3.0,-5.0
COc1ccc(NC(=O)COC(=O)c2cc(OC)c(OC)c(OC)c2)c([N+](=O)[O-])c1,0.4,12.0,-0.1,-4.8,5.4,2.9,1.1,8.8,0.7
CC(C)C(NC(=O)c1cccnc1)C(=O)O (stereo unspecified),2.7,0.0,0.0,0.5,0.9,1.9,1.8,12.8,1.7
Cc1nnc2n1N=CC=C(c1ccccc1)S2,6.7,2.0,0.1,0.4,-2.6,5.2,4.7,-6.4,0.4
O=C(CC1SC(=Nc2ccccc2)N(CCCCO)C1=O)NCc1ccccc1 (stereo unspecified),-0.6,3.0,0.0,0.9,-1.9,0.4,4.3,3.6,1.1
C/C(=N/NC(=O)c1ccncc1)c1cc2ccc(O)cc2oc1=O,-4.5,0.0,1.6,4.1,-31.4,0.0,23.9,-73.9,/
Oc1c(Cl)cc(Cl)cc1/C=N/NC(=S)NC1CC2C=CC1C2 (stereo unspecified),10.7,0.0,0.1,13.6,13.9,3.4,6.4,2.3,-0.5
CCOC(=O)N1CCC(c2cc(=O)n(-c3ccccc3)[nH]2)CC1,3.4,0.0,0.0,0.7,6.9,-1.6,5.2,-1.6,-1.6
COc1ccc2oc(C(=O)OCC(=O)N3CCCCC3)c(C)c2c1,-2.0,3.0,0.0,2.4,-8.0,-5.7,-1.5,-3.4,4.0
N#CC1(NC(=O)CSc2nc3ccccc3s2)CCCCC1,2.2,7.0,0.0,/,6.2,10.0,4.2,12.4,/
CC[C@H](NC(=O)c1c(C)c(-c2ccccc2)nc2ccccc12)c1ccccc1,0.4,4.0,0.0,-2.9,-5.0,2.1,-3.5,-4.6,-1.3
O=C(CSc1nc2c(c(C(F)(F)F)n1)CCc1ccccc1-2)NCc1ccc(F)cc1,-1.1,0.0,0.0,1.9,2.6,-9.2,4.0,-2.4,2.6
CC(C)(C)c1ccc(S(=O)(=O)NCc2ccc(C(=O)N3CCCC3)cc2)cc1,1.9,3.0,-0.1,-1.0,3.0,/,0.1,6.4,0.8
O=C(c1ccc(OC2CCN(Cc3ccc(C(F)(F)F)cc3)CC2)cc1)N1CCCCC1,-2.5,2.0,0.1,-0.1,2.0,3.4,5.2,4.3,1.5
COc1ccc(NC(=O)C2CCCN(S(=O)(=O)c3ccc(Cl)cc3)C2)cc1OC (stereo unspecified),-3.2,0.0,0.0,2.3,-1.0,-0.9,-4.6,-7.8,-1.2
CCOC(=O)CSc1nnc(-c2c[nH]c3ccccc23)n1CC,1.0,1.0,-0.1,-8.2,0.5,12.7,2.4,0.6,1.1
COc1cc(/C=C/C(=O)Nc2ccc(OC)c(S(=O)(=O)N3CCOCC3)c2)ccc1OCC#N,/,0.0,-0.1,/,/,5.6,/,-0.9,/
Cc1cc(C(=O)COC(=O)c2ccc(O)cc2)c(C)n1CCc1ccc(F)cc1,-4.2,0.0,0.1,-11.7,-5.3,1.6,-0.9,0.9,2.2
O=C(C1CC1)N1CCN(c2ccnc3cc(Cl)ccc23)CC1,2.8,0.0,-0.1,4.4,3.9,25.3,1.3,1.9,1.0
Cc1c(OC(C)C(=O)NCCN2CCOCC2)ccc2c(-c3ccccc3)cc(=O)oc12 (stereo unspecified),7.9,0.0,0.0,3.3,-6.0,10.6,4.4,-2.2,1.2
CCOc1cc(/C=N\NC(=O)c2ccc(NC(=O)CC)cc2)ccc1OC(=O)c1ccccc1,-4.1,0.0,0.0,-6.2,1.5,11.6,3.1,-2.0,-1.0
NS(=O)(=O)c1ccc(CCNC(=O)C(=O)NCC2OCCN2S(=O)(=O)c2ccc(F)cc2)cc1 (stereo unspecified),6.1,0.0,0.2,2.6,-0.2,-10.5,8.2,6.0,-4.8
O=c1[nH]c2ccc(S(=O)(=O)N3CCCCC3)cc2s1,-2.6,1.0,-0.1,-1.8,4.4,15.0,1.9,-0.3,-2.1
COc1ccc(C2Nc3ccccc3NC3=C2C(=O)CC(C)(C)C3)cc1O (stereo unspecified),5.2,1.0,0.0,3.6,11.3,2.1,7.0,1.7,1.2
C/C=C(\C)C(=O)NNC(=O)c1sc(-c2ccccc2)nc1C,-2.0,1.0,0.0,0.6,1.3,4.4,7.7,6.3,3.7
CN(C)c1ccc(CNC(=O)C2CCN(S(=O)(=O)c3ccc4c(c3)CCCC(=O)N4)CC2)cc1,-3.2,0.0,-0.3,0.9,-3.9,4.6,0.3,-1.2,0.2
CC(Sc1nnc(-c2ccco2)n1N)C(=O)NCC1CCCO1 (stereo unspecified),-3.9,4.0,0.1,/,1.5,7.0,4.3,2.7,/
CCCCCOC(=O)CSc1nc2c(c(=O)[nH]c(=O)n2C)n1Cc1ccc(Cl)cc1,-2.3,1.0,0.1,-0.7,3.5,-1.0,3.1,3.4,1.4
COc1ccc(C(=O)Oc2cccc(/C=N/NC(N)=S)c2)cc1,3.2,0.0,-0.1,-0.7,16.3,-8.4,2.9,-12.6,-3.4
Cc1ccc(-n2c(C)csc2=N)cc1,0.0,0.0,0.1,3.0,-3.0,-9.8,-3.9,0.5,0.0
CC(NC(=O)/C(C#N)=C/c1ccc(C(=O)O)cc1)c1ccccc1 (stereo unspecified),0.1,1.0,0.0,7.6,6.7,-23.9,2.0,-2.7,0.6
C[C@@H]1COC(=O)[C@H](CC(=O)OC(C)(C)C)C/C=C\C[C@H](CC(=O)NCCO)C(=O)N1,/,1.0,-0.3,/,/,15.4,/,7.9,/
Cc1oc(-c2cccc(Cl)c2)nc1CS(=O)(=O)CC(=O)NCCN1CCOCC1,-7.4,0.0,-0.1,-0.4,3.7,-2.9,5.2,-0.8,-1.1
CN(C)c1ccc(C(=O)Nc2nc3c(s2)CCCC3)cc1,3.9,3.0,-0.1,3.6,2.5,-8.9,7.9,8.2,2.3
COC(=O)CN1C(=O)S/C(=C/c2ccc(N3CCCCC3)o2)C1=O,-118.3,0.0,0.1,-75.1,-225.0,-133.9,-123.7,-134.9,?
Oc1ccc(N=Nc2nc(-c3ccccc3)c(-c3ccccc3)[nH]2)cc1,16.3,0.0,0.4,11.0,-19.9,11.3,-7.7,84.0*,0.8
COc1ccc(C2CC(c3cccs3)=Nc3ccccc3S2)cc1 (stereo unspecified),-5.8,0.0,-0.2,-5.4,17.6,0.6,7.6,3.1,0.3

# A portion of the library (hit frequency here may not be typical).
